Assay outcomes (PubChem)
SKBR3 24h inh: SK-BR-3 proliferation inhibitors. SK-BR-3 viability, CellTiter-Glo ATP luminescence, 24 h; stronger effect = lower value. viability, % at 10 µM. actives 0.47% (n = 41,000). AID 847;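 active = viability at or below the median of all test compounds minus 3 SD, in both replicates if run twice, cut at about 45% in these data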;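 also: 100% = median untreated cell wells and 0% = median positive control drug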
An asterisk follows results filed as active. These rows are one share of the data (hit frequency here may not be typical).

SMILES | SKBR3 24h inh
Cc1cc(NC(=O)CSc2nc(-c3cccs3)cc(C(F)(F)F)n2)no1 | 92
N#CCCN1CCN(Cc2cc(-c3ccccc3)ccc2O)CC1 | 58
COc1cc(C2=Nc3c(c(C)nn3-c3ccccc3)P(=O)(N3CCOCC3)O2)cc(OC)c1OC (stereo not given) | 114
COc1cccc(CN(Cc2ccco2)C(c2ccc(F)cc2)c2nnnn2C(C)(C)C)c1 (stereo not given) | 91
CCOC(=O)C(NCCCO)c1ccccc1 (stereo not given) | 96
Cc1ccc(N2C(=O)[C@@H]3Cc4ccccc4CN3C2=O)cc1 | 103
COc1ccc(-c2nc(N)n(C(C)=O)n2)cc1 | 91
Cc1cc(C(F)(F)F)c(C#N)c(SCC(=O)NC2CC2)n1 | 109
COC(=O)c1ccc(CC(=O)c2c(C)cc(O)cc2O)o1 | 98
N#Cc1nc(-c2ccccc2Cl)oc1NCc1ccco1 | 96
Cc1cc(N2CCN(C)CC2)nc(N2CCOCC2)n1 | 81
CCOC(=O)c1sc2ncnc(N3CCN(c4ccc(OC)cc4)CC3)c2c1C | 76
CCOC(=O)N1CCN(C(c2ccccc2)c2sc3nc(C)nn3c2O)CC1 (stereo not given) | 87
CN(C)CCCNC(=O)CCC1CCCCC1 | 81
Cc1ccccc1-n1c(SCC(=O)N2CCCC2)nnc1-c1ccccn1 | 87
O=C(NCc1ccc(Cl)cc1)c1cccnc1 | 85
O=C(NCCCc1ccccc1)c1cnc2n(c1=O)CCS2 | 67
Nc1nnc(Cc2c[nH]c3ccccc23)s1 | 101
CCC(=O)Nc1cc(-c2nn(C)c(=O)c3ccccc23)ccc1OC | 72
O=C(Nc1nc2ccccc2n1Cc1ccccc1)c1ccco1 | 81

Part of the list above, as labelled records:
CCC(=O)Nc1cc(-c2nn(C)c(=O)c3ccccc23)ccc1OC
- SKBR3 24h inh = 72
O=C(NCCCc1ccccc1)c1cnc2n(c1=O)CCS2
- SKBR3 24h inh = 67
Cc1cc(N2CCN(C)CC2)nc(N2CCOCC2)n1
- SKBR3 24h inh = 81
CN(C)CCCNC(=O)CCC1CCCCC1
- SKBR3 24h inh = 81

Other compounds follow.
SMILES | SKBR3 24h inh
O=C(COc1ccc(S(=O)(=O)N2CCOCC2)cc1)NC1CCCC1 | 92
Cc1nc2cc(NC(=O)N(C)c3ccc4ccccc4c3)ccc2o1 | 85
CCOc1ccccc1NC(=O)Cn1nnc(-c2ccc(OCC)c(OCC)c2)n1 | 97
COc1cc(C(=O)Nc2cc(-c3nc4cc(C)ccc4o3)ccc2C)cc(OC)c1OC | 67
CCOc1ccc(OCCSc2nc(C)cc(=O)[nH]2)cc1 | 91
CCOC(=O)N1CCN(C(=O)C2CCN(S(=O)(=O)CC)CC2)CC1 | 79
COc1ccc2nc(C)c(C(=O)OCCN(C)C)cc2c1 | 104
COc1cc(C(=O)N2CCN(C(=O)c3ccccc3)CC2)cc(OC)c1OC | 86
c1cncc(-c2nnc3sc(C4CCCCC4)nn23)c1 | 123
Cc1ccc(Nc2nc(N)nc(CN3CCN(C(=O)c4ccco4)CC3)n2)cc1Cl | 100
O=C(O)CC(C(=O)OC1CCCCC1)N1CCOCC1 (stereo not given) | 124
CCOC(=O)C(NC(=O)c1ccccc1)(N1CCOCC1)C(F)(F)F (stereo not given) | 93
CC(=O)Nc1ccccc1NC(=O)CC(C)(C)C | 99
CCOC(=O)c1ccc(Nc2nnc3nc(C)cc(C)n23)cc1 | 103
Cc1nc(NCCO)c(C#N)c2c1COC(C)(C)C2 | 80
CCN(CC)C(=O)c1ccc(NS(=O)(=O)c2ccccc2)cc1 | 121
O=C(Nc1ccccc1)NC1CCN(CCCN2C(=O)c3ccccc3C2=O)CC1 | 98
CC(C)C(NC(=O)c1ccc(S(=O)(=O)N2CCOCC2)cc1)c1nc2ccccc2[nH]1 (stereo not given) | 89
O=C1CC(c2ccccc2)CC(O)=C1C=NCCN1CCNCC1 (stereo not given) | 104
O=C(NCc1ccc(F)cc1)C1CCC(=O)N1C1CCCCC1 (stereo not given) | 54

Copied from the list:
`CC(=O)Nc1ccccc1NC(=O)CC(C)(C)C` in SKBR3 24h inh → 99
`O=C(NCc1ccc(F)cc1)C1CCC(=O)N1C1CCCCC1` (stereo not given) in SKBR3 24h inh → 54
`CC(C)C(NC(=O)c1ccc(S(=O)(=O)N2CCOCC2)cc1)c1nc2ccccc2[nH]1` (stereo not given) in SKBR3 24h inh → 89
`O=C(Nc1ccccc1)NC1CCN(CCCN2C(=O)c3ccccc3C2=O)CC1` in SKBR3 24h inh → 98

The results go on:
SMILES | SKBR3 24h inh
COC(=O)c1cn(C(=O)c2cccs2)c2ccccc12 | 78
O=C(Cn1nnc(-c2ccccc2)n1)OCc1csc(-c2ccccc2)n1 | 74
Cc1nn2c3c(cnc2c1-c1ccccc1)C(=O)CCC3 | 97
O=C(c1ccc(Cl)cc1)N(Cc1cccs1)C1CCS(=O)(=O)C1 (stereo not given) | 111
CCSC1=NCN(CCCC(=O)O)CN1 | 89
Cc1ccc(C)c(S(=O)(=O)c2c(N)n(/N=C/c3ccco3)c3nc4ccccc4nc23)c1 | 95
C/C=C/c1ccccc1OCc1ccc(C(=O)O)o1 | 106
c1ccc(Cc2nnc3sc(Nc4ccccc4)nn23)cc1 | 87
CC(=O)C1=C(O)C(=O)N(c2ccc(C(=O)O)cc2)C1c1ccccc1 (stereo not given) | 108
CC(=O)c1ccc(NC(=O)C2CCC(C)NC2=O)cc1 (stereo not given) | 94
O=C(CN(C(=O)C1CSC(=O)C1)c1ccccc1F)NCc1ccc2c(c1)OCO2 (stereo not given) | 128
CCS(=O)(=O)NCCc1cc2cc(C)c(C)cc2[nH]c1=O | 95
Cc1cc2cc(CN(Cc3ccco3)C(=O)NCc3ccccc3)c(=O)[nH]c2cc1C | 72
O=C(COC(=O)c1ccccn1)Nc1ncc(C(F)(F)F)cc1Cl | 87
CCCCn1c(NCCN(C)C)nc2c1c(=O)[nH]c(=O)n2C | 113
CC(C)OC(=O)C1C(=O)CC(C)(O)C(C(=O)OC(C)C)C1c1cccc(O)c1 (stereo not given) | 92
COc1ccc(C(C#N)Nc2ccccc2OC)cc1 (stereo not given) | 102
Cc1ccc(-c2nnn(CC(=O)N(c3ccc(F)cc3)C(C(=O)NC3CCCC3)c3ccco3)n2)o1 (stereo not given) | 95
CCOC(=O)c1c(C)oc2c1c1c(c3ccccc32)OCN(Cc2cccnc2)C1 | 56
CC(Oc1ccc(Cl)cc1Cl)C(=O)NCCCn1ccnc1 (stereo not given) | 105
Fc1ccccc1CSc1nnc(-c2cccs2)o1 | 84
C=CCOc1ccc(/C(O)=C2/C(=O)C(=O)N(CCCN3CCOCC3)C2c2ccc(OC)cc2)cc1 (stereo not given) | 80
Cc1ccc2c(CC(=O)NCc3ccc4c(c3)OCO4)coc2c1 | 93
COc1cc(OC)c(N2CC34C=CC(O3)C(C(=O)O)C4C2=O)cc1Cl (stereo not given) | 117
CC1CCN(CCCNC(=O)C2CC(=O)N(C3CCCCCC3)C2)CC1 (stereo not given) | 71
CC(C)Nc1c(N)c(=O)oc2ccccc12 | 127
CC(=O)C1=C(O)C(=O)N(Cc2cccnc2)C1c1ccc(Cl)cc1Cl (stereo not given) | 82
Cc1ccc(C(=O)NC2CCCc3ccccc32)o1 (stereo not given) | 109
CCOc1ccc(NC(=O)CSc2nnc(-c3ccccc3Cl)n2Cc2ccco2)cc1 | 121
Cc1ccc(NS(=O)(=O)c2ccc(NC(=O)c3ccc(Br)o3)cc2)c(C)c1 | 73
COc1ccc(Cn2c(=O)[nH]c3cc(C(=O)N4CCN(Cc5ccccc5)CC4)ccc3c2=O)cc1 | 77
O=C(CCS(=O)(=O)c1cccc2nonc12)N1CCOCC1 | 87
CC(C)(C)c1ccc(S(=O)(=O)NCC(=O)N2CCN(C(=O)c3ccco3)CC2)cc1 | 87
O=C(CN1CCN(c2ccc(Cl)cc2)CC1)Nc1ccc(F)c(F)c1 | 81
OC(CN1C2=NCCCN2c2ccccc21)c1ccc2c(c1)OCO2 (stereo not given) | 90
CC(C)CCn1c(SCCN2CCOCC2)nc2c1c(=O)[nH]c(=O)n2C | 91
Cc1ccc(NC(=O)c2cccs2)cc1NC(=O)c1ccco1 | 106
CCCCN1C(=O)C(NC(C)=O)c2ccccc21 (stereo not given) | 114
CCCOc1ccccc1-c1nc2c([nH]1)c(=O)[nH]c(=O)n2C | 98
O=C(CSc1nnc(CNc2ccccc2)o1)N1CCN(C(=O)c2ccco2)CC1 | 90
Cc1cc(C)n(-c2nnc(C)n2/N=C/c2cc(Br)ccc2OCc2ccccc2)n1 | 84
COC(=O)C1=C(C)NC(=O)CC1c1cc(Br)ccc1F (stereo not given) | 87
COc1ccc(S(=O)(=O)N(Cc2nc3ccccc3c(=O)[nH]2)C2CCCC2)cc1 | 58
CC(C)Sc1oc(-c2ccco2)nc1S(=O)(=O)c1ccccc1 | 105
CCOC(=O)c1[nH]c2ccc(F)cc2c1N=C(C)N(CC)CC | 76
CCOc1ccccc1N1CCN(CC(=O)Nc2nnc(CC)s2)CC1 | 90
CCCOc1ccc(C2NC(=O)NC2=O)cc1 (stereo not given) | 70
COc1cccc(N2CCN(Cc3nc(N)nc(Nc4ccccc4OC)n3)CC2)c1 | 75
O=C(C1CCCCC1)N1CCCC(c2nc3c(nnn3Cc3ccccc3)c(=O)[nH]2)C1 (stereo not given) | 83
CC1(C)Cc2c(C#N)c(SCC(=O)c3ccccc3)nc(N3CCCC3)c2CO1 | 91
Further records:
SMILES | SKBR3 24h inh
COCCCNC(=O)Cn1nc(-c2ccc(C)cc2)ccc1=O | 89
CCC(=O)Nc1cc2c(cc1C(=O)CC)OCCO2 | 93
CC(=O)Nc1nonc1-c1nc2ccccc2n1Cc1nnc(C)o1 | 106
CCOc1nc(SCCOc2ccc(C)cc2)nc(N(C)C)n1 | 93
O=C(O)c1cccc(-n2cnnn2)c1 | 104
Cn1c(Cn2nnc3ccccc32)nnc1SCC(=O)N1CCc2ccccc21 | 86
CCOC(=O)C1C(=O)NC(SCC(=O)OC)=C(C#N)C1c1ccccc1OCC (stereo not given) | 90
OC(CCCCN1CCCCC1)c1ccccc1 (stereo not given) | 75
Brc1ccc(-c2nn3c(-c4ccncc4)nnc3s2)o1 | 105
O=C(O)CCCC(=O)Nc1nc2n(n1)C(c1ccc(F)cc1)CC(c1ccc(Cl)cc1)N2 (stereo not given) | 97
CN1CCCC(OC(=O)CCCCC(=O)OC2CCCN(C)C2)C1 (stereo not given) | 95
COc1cc(OC)cc(C(=O)N2CCC(N3CCN(c4ccccc4)CC3)CC2)c1 | 101
CN(C)C(CN1C(=O)C2CC=CCC2C1=O)c1cn(C)c2ccccc12 (stereo not given) | 84
O=C(CN1C(=O)COc2ccccc21)c1ccc(Cl)cc1 | 126
CS(=O)(=O)Nc1ccc(C(=O)NCc2ccccn2)cc1 | 88
CC(=O)OC1CSc2nc3ccccc3n2C1 (stereo not given) | 96
CC(=O)c1cccc(NC(=O)Nc2ccc(C(=O)N3CCCC3)cc2)c1 | 108
Cc1ccc(C(=O)CSc2nnc(CNc3ccc(C)cc3C)n2Cc2ccco2)cc1 | 67
COC(=O)C(Nc1nccs1)(OC)C(F)(F)F (stereo not given) | 98
Cc1ccc(O)c(NC(=O)CCCC(=O)O)c1 | 99
Cc1ccccc1-c1nc2ccccc2c(=O)n1C1CCS(=O)(=O)C1 (stereo not given) | 111
COc1ccc(CN2C(=O)c3ccccc3C2C(=O)NCC2CCCO2)c(OC)c1 (stereo not given) | 98
CCOC(=O)C1CCN(c2nc(-c3ccccc3)nc3c2oc2ccccc23)CC1 | 95
Cc1ccc(C2/C(=C(/O)c3cnn(-c4ccccc4)c3C)C(=O)C(=O)N2CCN2CCOCC2)o1 (stereo not given) | 101
CCc1ccccc1OCC(=O)Nc1ccc(S(N)(=O)=O)cc1 | 97
CCOc1ccc(-c2nc(CSc3nncs3)cs2)cc1OC | 97
Cc1cc(C)cc(OCc2nnc(SCC(=O)c3ccc(Br)cc3)o2)c1 | 87
COc1cc(OC)cc(-c2nnc(SCC(=O)N3CCCc4ccccc43)o2)c1 | 89
C=CCNC1=C(Cl)C(=O)N(c2ccccc2Cl)C1=O | 85
c1ccc(Cc2nn3c(COc4ccccc4)nnc3s2)cc1 | 100
CCN(CC)CC(=O)n1c2c(c3ccccc31)CCCC2 | 95
COc1ccc2c(c1)C(=O)OC2CC(=O)O (stereo not given) | 100
CCOC(=O)CCC(=O)c1c(C)oc2ccc(OC)cc12 | 99
Cc1cccc(C#N)c1NC1=CC(=O)CC(C)(C)C1 | 99
CCC(=O)NCCNC(=O)c1c(SC)nsc1SC | 98
Cc1ccc(-c2nnn(CC(=O)O)n2)cc1 | 87
CCOC(=O)c1c(-c2cccs2)csc1NC(=O)c1ccco1 | 98
COc1ccc(NC(=O)CN(c2cccc(F)c2)S(C)(=O)=O)cc1OC | 110
NC(=O)C1(N2CCCCC2)CCN(c2nc(-c3ccccc3)cs2)CC1 | 112
CCC1CCCCN1CC(=O)c1c(C)[nH]c2ccccc12 (stereo not given) | 92

Seven entries from above in another layout.
Compound	SKBR3 24h inh
CN(C)C(CN1C(=O)C2CC=CCC2C1=O)c1cn(C)c2ccccc12 (stereo not given)	84
O=C(CN1C(=O)COc2ccccc21)c1ccc(Cl)cc1	126
CS(=O)(=O)Nc1ccc(C(=O)NCc2ccccn2)cc1	88
CC(=O)OC1CSc2nc3ccccc3n2C1 (stereo not given)	96
CC(=O)c1cccc(NC(=O)Nc2ccc(C(=O)N3CCCC3)cc2)c1	108
Cc1ccc(C(=O)CSc2nnc(CNc3ccc(C)cc3C)n2Cc2ccco2)cc1	67
COC(=O)C(Nc1nccs1)(OC)C(F)(F)F (stereo not given)	98

(listing goes on)
SMILES | SKBR3 24h inh
O=C(CCCC(=O)N(CC(=O)NC1CCCCC1)Cc1ccco1)Nc1ccccn1 | 99
O=C(CSc1nnnn1Cc1ccccc1)Nc1ccc2c(c1)OCCO2 | 122
COc1cccc2sc(Nc3nc(-c4ccccn4)cs3)nc12 | 94
COc1ccc(CNC(=O)c2cnc(C)cn2)c(OC)c1 | 95
CCOC(=O)CSC1=C(C#N)C(c2ccccc2OCC)C(C(=O)OCC)C(=O)N1 (stereo not given) | 80
